TNAP inh no acc: blocks human TNAP activity with no phosphate acceptor present; purified TNAP, CDP-star luminescence, 30 min; AID 1012; inhibition, % at 20 µM; 200,000 tested, 0.26% active; P05186;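 active = tissue-nonspecific alkaline phosphatase inhibition above about 50% at 20 µM in the single-dose screen, limit read from the data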;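 also: 0% = DMSO negative control and 100% = EDTA positive control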
FLuc act counter: affects firefly luciferase, flagging false hits in luciferase stimulation screens | ATPlite luciferase biochemical, luminescence, 10 min; 0 = ATP-free wells, 1 = DMSO control | activation factor at 10 µM | 200,000 tested, under 10 active | AID 1027;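 active = luciferase activation factor, scaled between plate controls, of at least 2 with compound at 10 µM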
Target sequence (P08659 whole entry, looked up): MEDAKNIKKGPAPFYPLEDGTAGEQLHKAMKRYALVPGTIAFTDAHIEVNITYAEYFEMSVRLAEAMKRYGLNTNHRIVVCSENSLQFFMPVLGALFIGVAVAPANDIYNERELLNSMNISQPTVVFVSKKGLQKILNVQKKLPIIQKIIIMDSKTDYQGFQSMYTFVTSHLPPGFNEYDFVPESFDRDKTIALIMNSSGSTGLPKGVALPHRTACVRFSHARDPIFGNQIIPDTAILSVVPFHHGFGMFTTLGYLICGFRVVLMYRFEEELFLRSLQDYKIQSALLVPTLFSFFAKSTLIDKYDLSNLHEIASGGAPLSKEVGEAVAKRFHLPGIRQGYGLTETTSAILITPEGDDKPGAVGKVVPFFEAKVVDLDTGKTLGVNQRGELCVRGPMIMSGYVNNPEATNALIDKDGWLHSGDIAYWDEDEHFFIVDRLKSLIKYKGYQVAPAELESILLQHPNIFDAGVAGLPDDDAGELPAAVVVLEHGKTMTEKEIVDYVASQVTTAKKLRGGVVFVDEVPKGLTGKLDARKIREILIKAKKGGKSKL
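test system = cell-free luciferase reagent | medium = PBS as buffer for the ATP substrate | dosing = test compounds dosed from 2 mM stocks in 100% DMSO | incubation = 10 min at ambient temperature | detection = luminescence measurement of luciferase light output | benchmarks = low control with PBS replacing ATP, high control enzyme plus ATP without compound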
APP transl inh: APP translation inhibition. 190,000 tested, 0.82% active. SH-SY5Y APP 5'UTR-luciferase reporter, luminescence. AID 1285. inhibition, % at 2 µM;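 active = inhibition above a set limit, derived from the sample mean plus 3 SD, cut at about 45% in these data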; also: values of inactives mirror those of a sister screen read the other way
TNAP inh hiacc: blocks human TNAP under high phosphate acceptor concentration. purified TNAP, CDP-star luminescence, 1 M DEA. inhibition, % at 20 µM. 200,000 tested, 0.03% active;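 active = over 50% inhibition of tissue-nonspecific alkaline phosphatase at 20 µM in the single-dose screen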;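 also: plate controls were DMSO wells for no effect and EDTA-quenched wells as full inhibition for full effect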
bIAP act: increases bovine intestinal alkaline phosphatase activity; purified bovine IAP, CDP-star luminescence, 30 min; stronger effect = higher value; fold of DMSO-control signal, blank-subtracted; activation factor at 20 µM; 200,000 tested, 0.17% active; AID 1016;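 active = activation factor of 2 or more at 20 µM, a signal rise over negative controls twice the positive control's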
Lmaj promast: reduces viability of Leishmania major promastigotes; resazurin fluorescence viability; inhibition, % at 10 µM; 200,000 tested, 9% active; AID 1063; in the data active = inhibition above about 50%;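 also: promastigotes grown with compound for 44 hours at 28 °C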
TNAP act hi DEA: activators of human TNAP at high phosphate acceptor concentration; P05186; purified TNAP, CDP-star luminescence, 1 M DEA, 30 min; stronger effect = higher value; 0 = EDTA background, 1 = DMSO-only activity; activation factor at 20 µM; 200,000 tested, under 10 active;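 active = activation factor at least 2 at 20 µM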
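Assay system: human TNAP; Input: enzyme diluted 1/800 final; Reagent: CDP-star luminogenic substrate at 100 µM final; Timing: 30 min, room temperature; Signal: luminescence; Evaluation: TNAP activation factor scaled between EDTA and DMSO control wells.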
RAM inhibit: yeast RAM network inhibition; S. cerevisiae dse1pr::URA3 reporter, 5-FOA growth OD615, 2 d; analog-sensitive cbk1-as2 kinase mutant strain; inhibition, % at 50 µM; 190,000 tested, 1.8% active; AID 868;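 active = inhibition above a set limit, 3 SD over mean compound inhibition, cut at about 8.4% in these data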;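 also: 0% = DMSO-only wells with no growth and 100% = 10 µM 1-NA-PP1 full growth; inhibition rescues growth on 5-FOA so higher OD means more RAM inhibition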
FLuc inhib CS: Photinus pyralis luciferase inhibition counter-screen. 200,000 tested, 1.5% active. inhibition, % at 10 µM. ATPLite firefly luciferase biochemical luminescence, 10 min;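 active = inhibition above about 50% when tested at 10 µM, limit read from the data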
bIAP inhibitor: blocks bovine intestinal alkaline phosphatase activity | purified bovine IAP, CDP-star luminescence, 30 min | inhibition, % at 20 µM | 190,000 tested, under 10 active;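 active = over 50% inhibition of intestinal alkaline phosphatase at 20 µM in the single-dose screen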
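System: purified bovine intestinal alkaline phosphatase (IAP) enzyme; Input: IAP diluted 1/65,000,000 in the well; Measured by: CDP-star luminescence signal; Compound dosing: 20 µM single dose; Incubation: 30 min reaction at room temperature.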
Numbers without * were called inactive; / = no result given.

#	canonical_smiles	TNAP inh no acc	FLuc act counter	APP transl inh	TNAP inh hiacc	bIAP act	Lmaj promast	TNAP act hi DEA	RAM inhibit	FLuc inhib CS	bIAP inhibitor
1	CCOC(=O)/C=C1\SCC(=O)N1CC(=O)NCc1ccc(OC)c(OC)c1	-16	1.1	11	-5	1	-2	1.1	0.1	-5	1
2	COc1cccc(/C=N/N2C(=O)NC3(CCCCC3)C2=O)c1O	-30	0.7	-4	-4	1.2	-6	1	-0.7	27	-16
3	COC(=O)c1ccc(CSc2nnc3sc4ccccc4n23)o1	-8	1	-2	-6	1.1	-6	1.1	0.7	0	-9
4	Cc1cc(F)ccc1NCc1ccc([N+](=O)[O-])cc1	-2	1	-13	3	1	4	1	-1.0	-3	3
5	COc1ccc(/C=C/C(=O)Nc2ccc(-n3nncc3-c3ccccc3)cc2)cc1OC	-10	1	4	-2	0.7	19	1	0.4	-4	32
6	c1ccc2c(c1)nc1n2CCN1	7	1	-11	2	0.9	-4	1	2.8	-2	6
7	CCOC(=O)c1sc(=NC(=O)c2ccc(OC)c(OC)c2)n(C)c1C	-10	1	-16	-5	0.9	-2	1	1.1	-3	6
8	COc1ccc(N2CCN(c3ccc([N+](=O)[O-])cc3Cl)CC2)cc1	-3	1	6	4	1	-8	1	6.2	-4	4
9	COc1ccc(C(=O)Nc2cc(C(F)(F)F)ccc2-n2cnc3ccccc32)cc1	-24	1	5	-7	1	15	1.1	-1.2	3	0
10	COC(=O)[C@@H]1CC[C@H](C)[C@@H](c2ccc(C)cc2)N1C(=O)c1ccc(/C=N/O[C@@H](C)c2cn([C@H](CO)Cc3ccccc3)nn2)cc1	2	1.1	4	0	0.9	53*	1	6.6	-6	9
11	O=C(NCc1ccco1)C(c1ccncc1)N(C(=O)Cc1cccs1)c1ccccc1 (stereo not given)	-7	1.1	-1	-4	1	1	1	4.0	-6	-4
12	O=c1cc(-c2ccc(F)cc2F)[nH]c2ccccc12	-7	1	0	-3	1	-2	1	2.3	2	0
13	CCOC(=O)C1CCN(c2c(C(=O)c3ccccc3)cnc3ccc(CC)cc23)CC1	0	1	-24	3	0.9	55*	1	2.6	0	6
14	Cc1cc(NC(=O)CN2C(=O)NC(C)(c3ccc(Cl)cc3)C2=O)no1 (stereo not given)	-4	1	-21	-2	1.1	2	1	-1.0	-1	-12
15	O=[N+]([O-])C(=C1NCCN1)C(Cl)=C(Cl)Cl	-4	1.1	-10	-2	1	-5	1	-0.2	-8	4
16	COc1cccc(/C=N/NC(=O)c2ccccc2)c1OS(=O)(=O)c1ccccc1	-9	1	2	-7	1	92*	1.1	1.6	3	-2
17	O=C(Cc1ccc(Cl)cc1)NNS(=O)(=O)c1ccc([N+](=O)[O-])cc1	-14	1	19	4	1.1	68*	1	1.3	3	-8
18	O=C(NC1CCCC1)C1CCCN1C(=O)Nc1ccccc1 (stereo not given)	-7	1	6	-1	0.9	-7	1	0.8	-4	6
19	CCn1c(=O)n(CC(=O)Nc2cc(OC)ccc2OC)c(=O)c2ccccc21	-17	1.1	9	-8	1	2	1.1	4.7	-7	2
20	Cc1c(NC(=O)N(C)C)c(=O)n(-c2ccccc2)n1C	-14	1	-3	-5	1	-6	1.1	0.9	-2	5
21	N/C(=N/OC(=O)c1cccc([N+](=O)[O-])c1)c1cccc([N+](=O)[O-])c1	-11	1	-5	-6	1	-1	1.1	1.8	-1	1
22	c1ccc(Cc2nnc3sc(-c4ccco4)nn23)cc1	-15	1.1	-7	-3	0.8	-8	1	0.8	-9	16
23	O=C1CCCN1CCCNc1ccc(S(=O)(=O)N2CCCCC2)cn1	1	1.1	-5	-10	1.1	-3	1.1	2.0	-7	-12
24	O=C(NCC1CCCO1)C1CC(=O)N(C2CCCC2)C1 (stereo not given)	-13	1	10	-5	1	-8	1.1	1.2	-4	2
25	Cc1ccc(/C=C/C(=O)NCCCN2CCN(CCCNC(=O)/C=C/c3ccc(C)o3)CC2)o1	-12	1	2	-7	0.8	-2	1.1	0.4	-4	22

The list continues.
#	canonical_smiles	TNAP inh no acc	FLuc act counter	APP transl inh	TNAP inh hiacc	bIAP act	Lmaj promast	TNAP act hi DEA	RAM inhibit	FLuc inhib CS	bIAP inhibitor
26	N#Cc1ccc(N2CCN(c3ccc(F)cc3)CC2)cc1	-6	1	-6	0	0.9	2	1	4.2	-2	10
27	Cc1ccc(NC2=NCC(=O)N2C2CCCC2)cc1C	-6	1.1	8	-5	0.9	0	1	-0.7	-7	6
28	COc1ccc(/C=C/C(=O)NC(=S)NNC(=O)c2ccco2)cc1	3	0.9	-35	2	0.9	99*	1	1.7	5	12
29	Cc1ccccc1Nc1nc(-c2sc(NC(=O)c3ccc([N+](=O)[O-])cc3)nc2C)cs1	8	0.9	-20	11	1	32	0.9	5.0	6	4
30	CCCCC(=O)Nc1ccc(NC(=O)CC)cc1OC	-5	1	-31	2	1	-3	1	-0.4	1	4
31	CCOCCCn1cc(C(=O)c2cc(Br)ccc2O)cc(C#N)c1=O	-44	1	-17	2	1	27	1	7.4	3	1
32	CCOC(=O)c1sc(NC(=O)c2ccc(S(=O)(=O)N3CCCCC3)cc2)nc1-c1ccccc1	-7	1.1	-12	-4	0.9	48	1	3.7	-6	6
33	CC1(C)CC(NC(=O)CSc2ccccc2)CC(C)(C)N1	-2	1.1	-13	-3	1.2	4	1	1.0	-5	-20
34	COc1ccc(N(C(=O)COc2ccccc2)C2C=CS(=O)(=O)C2)c(OC)c1 (stereo not given)	-9	1.1	-4	-7	0.9	8	1.1	0.5	-7	6
35	CC1(C)CN(c2ccccc2)N(Cc2ccc(F)cc2)C1=O	-7	1.1	-2	-1	1	-1	1	-0.4	-6	4
36	CCS(=O)(=O)NCCc1cc2ccc(C)cc2[nH]c1=O	-11	1.1	9	-4	1	2	1	1.6	-6	-1
37	COc1cc(OC)c(-c2nn3c(-c4ccncc4)nnc3s2)cc1OC	-2	1	/	-1	1	/	1	/	-3	0
38	COC(=O)C1C2C=CC3(CN(C4CCCC4)C(=O)C13)O2 (stereo not given)	-8	1	-3	1	1	-1	1	1.8	-3	1
39	COC(=O)Cn1cc(/C=C/[N+](=O)[O-])c2ccccc21	8	1.1	-2	-2	0.9	28	1	1.6	-9	6
40	COc1ccc(NC(=O)CSc2nnc(Cn3cnc4ccccc43)o2)cc1	-16	1.1	-13	-5	0.9	-5	1	1.8	-9	7
41	O=C(/C=C/c1cccc(F)c1)N(c1ccccn1)C1CCCCC1	-7	1.1	-33	-2	0.9	-1	1	-0.4	-6	14
42	COc1ccc(C2C(C(=O)N3CCC(C(N)=O)CC3)CC(=O)N2c2ccc(OC)cc2)cc1 (stereo not given)	1	1	-20	-1	1	0	1	1.4	-3	-3
43	COC(=O)c1c(NC(=O)C2CC(=O)NN2Cc2ccccc2)sc(C)c1C (stereo not given)	0	1	-18	-1	1.1	100*	1	0.1	-1	-8
44	CCn1c(CC(=O)Nc2cccc(OC)c2)nnc1SCC(=O)Nc1nccs1	-5	1	8	2	1	-5	1	0.9	-3	0
45	Nc1ccc(Sc2cnn(-c3ccccc3)c(=O)c2Cl)cc1	-4	1	3	1	0.8	14	1	3.3	-4	19
46	COc1ccc(/C=C/C(=O)Nc2ccc3nc4n(c(=O)c3c2)CCCC4)cc1	1	1	-30	-6	0.9	2	1.1	2.4	-1	5
47	CC1CCCCC1NC(=O)c1ccc2c(c1)[nH]c(=O)n2C1CCCC1 (stereo not given)	-4	1	1	-5	1.2	-2	1	0.3	-3	-19
48	O=c1c2cc3ccccc3n2cnn1Cc1ccccc1F	-7	1	-9	-4	1.2	3	1	0.0	0	-24
49	O=C(NC(NC(=S)Nc1ccccc1Cl)C(Cl)(Cl)Cl)c1cccc(Cl)c1 (stereo not given)	-8	1.1	-1	-1	0.9	48	1	9.4*	-6	8
50	CC1CCCC(N2CCN(C(=O)c3cccc(F)c3)CC2)C1 (stereo not given)	-17	1.1	-8	-3	1	81*	1	0.2	-7	-2
51	CC(=O)c1cccc(NC(=O)Cn2nc(-c3ccccc3Cl)ccc2=O)c1	-10	1.1	10	-4	1.1	5	1	2.7	-6	-5
52	S=c1nc[nH]c2c1[nH]c1ccccc12	-4	1	0	-5	0.8	-4	1.1	3.1	-2	22

Structures from the list above with fluorine:
#	canonical_smiles	TNAP inh no acc	FLuc act counter	APP transl inh	TNAP inh hiacc	bIAP act	Lmaj promast	TNAP act hi DEA	RAM inhibit	FLuc inhib CS	bIAP inhibitor
4	Cc1cc(F)ccc1NCc1ccc([N+](=O)[O-])cc1	-2	1	-13	3	1	4	1	-1.0	-3	3
9	COc1ccc(C(=O)Nc2cc(C(F)(F)F)ccc2-n2cnc3ccccc32)cc1	-24	1	5	-7	1	15	1.1	-1.2	3	0
12	O=c1cc(-c2ccc(F)cc2F)[nH]c2ccccc12	-7	1	0	-3	1	-2	1	2.3	2	0
26	N#Cc1ccc(N2CCN(c3ccc(F)cc3)CC2)cc1	-6	1	-6	0	0.9	2	1	4.2	-2	10
35	CC1(C)CN(c2ccccc2)N(Cc2ccc(F)cc2)C1=O	-7	1.1	-2	-1	1	-1	1	-0.4	-6	4
41	O=C(/C=C/c1cccc(F)c1)N(c1ccccn1)C1CCCCC1	-7	1.1	-33	-2	0.9	-1	1	-0.4	-6	14
48	O=c1c2cc3ccccc3n2cnn1Cc1ccccc1F	-7	1	-9	-4	1.2	3	1	0.0	0	-24
50	CC1CCCC(N2CCN(C(=O)c3cccc(F)c3)CC2)C1 (stereo not given)	-17	1.1	-8	-3	1	81*	1	0.2	-7	-2

Sorted by heavy-atom count (low to high): part of the list above
#	canonical_smiles	TNAP inh no acc	FLuc act counter	APP transl inh	TNAP inh hiacc	bIAP act	Lmaj promast	TNAP act hi DEA	RAM inhibit	FLuc inhib CS	bIAP inhibitor
22	c1ccc(Cc2nnc3sc(-c4ccco4)nn23)cc1	-15	1.1	-7	-3	0.8	-8	1	0.8	-9	16
50	CC1CCCC(N2CCN(C(=O)c3cccc(F)c3)CC2)C1 (stereo not given)	-17	1.1	-8	-3	1	81*	1	0.2	-7	-2
3	COC(=O)c1ccc(CSc2nnc3sc4ccccc4n23)o1	-8	1	-2	-6	1.1	-6	1.1	0.7	0	-9

Assay outcomes: PubChem BioAssay, several laboratories
